FN deposit inh – inhibitors of fibronectin matrix deposition, primary screen, AH1F cells, Alexa488-fibronectin fluorescence, plate reader; AH1F fibroblasts, overnight; inhibition, % at 12.6 µM; actives 0.086% (n = 350,000); AID 743247, 2014;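 active = mean inhibition across replicates of 30% or more, regardless of how many single replicates reach that level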;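 also: positive control wells lacked labelled fibronectin entirely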
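Measured by – fluorescence 485/525 nm · System – AH1F fibroblast monolayer, labelled fibronectin deposition · Amount – 10000 cells per well · Buffer or medium – serum-reduced DMEM (2% serum) · Doses – single dose, pinned · Also added – fluorescent fibronectin at 24 nM final · Schedule – 1 h cell attachment, overnight exposure to compound and label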
INS-1E GSIS act – GLuc luminescence reporter in INS-1E cells, primary screen for activators of glucose-dependent secretion of insulin. AID 743287, 2014. activation, % at 16.6 µM. INS-1E GLuc reporter insulin secretion, 2-3 h. actives 0.61% (n = 370,000);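 active = lowest replicate activation of at least 40%, so every replicate reaches that level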;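 also: 0% = median of neutral control wells and 100% = median of IBMX positive control wells; some compounds called inactive have numbers as strong as hits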
* hit, by the source's call.

SMILES | FN deposit inh | INS-1E GSIS act
CCOC(=O)c1sc(-c2ccc(F)cc2)cc1NC(=O)Nc1ccccc1OC | -1.0 | -10.1
COc1ccc2c(c1)C1CC(C)(NC(=O)C1S(=O)(=O)c1ccc(F)cc1)O2 (centres undefined) | 0.7 | -3.5
COc1ccc2c3c(n(C)c2c1)[C@H](CO)N(C)CC31CN(C(=O)C2CCC2)C1 | 6.7 | 3.5
O=C(CSc1ccccn1)Nc1nc2ccccc2s1 | 3.3 | -11.7
CN(C(=O)c1cc(-n2cnnc2)ccc1Cl)c1ccccc1 | 5.2 | 26.3
COC(=O)c1ccc(NC(=S)NCC2CC2)cc1 | -6.1 | -9.3
C/C(N)=C(/C#N)C(=O)COC(=O)c1ccc(O)cc1 | 2.4 | -1.5
Clc1ccc(Cn2nc(-c3ccccc3)nc2-c2ccccc2)cc1 | 1.9 | 5.0
CC(NC(=O)c1ccc(-c2cc(C(F)(F)F)ccc2Cl)o1)c1ccccc1 (centres undefined) | 1.3 | 6.0
O=C1N[C@H](Cc2ccccc2)COCc2cn(nn2)CC[C@H]1Cc1cccc(F)c1 | 3.3 | 13.5
O=C(c1ccccc1)N1CCN=C1SCc1ccc([N+](=O)[O-])cc1 | -1.6 | 9.9
COC(=O)c1cc(Cl)c(NC(=O)/C=C/c2ccc(OC)cc2)cc1OC | 8.7 | 14.4
CCN1CCN(c2nc(Nc3ccc(C)c(C)c3)nc(N)c2[N+](=O)[O-])CC1 | 8.9 | 6.9
CCOC(=O)c1cc2c(=O)n3ccccc3nc2n(Cc2ccco2)c1=NC(=O)c1ccccc1OCC | -2.2 | 10.0
CCn1ncc([N+](=O)[O-])c1C(=O)Nc1cc(C)on1 | -11.8 | 18.1
C[C@@H]1CC=CC[C@@H](c2cccc(Cl)c2)NC(=O)[C@H](Cc2ccccc2)N(C)C(=O)c2ccccc2O1 (mixture of isomers) | -0.9 | -21.4
O=C(CSc1nnc(-c2cnccn2)n1Cc1ccco1)c1ccc2ccccc2c1 | -10.0 | -5.1
CC1CCc2c(sc(Nc3nc4c(F)cccc4s3)c2C(N)=O)C1 (centres undefined) | -1.5 | -12.8
COc1ccc(OC)c(NC(=O)c2ccc(-c3cccs3)cc2)c1 | -4.4 | -19.3
CCn1c2ccccc2c2cc(NC(=O)COC(=O)c3ccccc3O)ccc21 | 9.2 | 1.4
COc1ccc2c(c1OC)C(=O)N1c3ccccc3N=C(c3ccc([N+](=O)[O-])cc3)CC21 (centres undefined) | -8.2 | 3.8
COc1ccc(CN2CCN(CCCc3ccccc3)CC2)c(OC)c1 | -0.2 | -15.1
O=C(Nc1nnc(-c2ccccc2F)s1)Nc1ccccc1F | -7.1 | 13.4
COc1ccccc1N1C(=O)CC1(C#N)c1ccc(OCc2ccccc2)cc1 (centres undefined) | -2.0 | -15.3

Arranged by formula weight (lowest first): part of the list above
SMILES | FN deposit inh | INS-1E GSIS act
CCn1ncc([N+](=O)[O-])c1C(=O)Nc1cc(C)on1 | -11.8 | 18.1
CC1CCc2c(sc(Nc3nc4c(F)cccc4s3)c2C(N)=O)C1 (centres undefined) | -1.5 | -12.8
O=C(CSc1nnc(-c2cnccn2)n1Cc1ccco1)c1ccc2ccccc2c1 | -10.0 | -5.1

Filtered by structure: the compounds so far with sulfur.
SMILES | FN deposit inh | INS-1E GSIS act
CCOC(=O)c1sc(-c2ccc(F)cc2)cc1NC(=O)Nc1ccccc1OC | -1.0 | -10.1
COc1ccc2c(c1)C1CC(C)(NC(=O)C1S(=O)(=O)c1ccc(F)cc1)O2 (centres undefined) | 0.7 | -3.5
O=C(CSc1ccccn1)Nc1nc2ccccc2s1 | 3.3 | -11.7
COC(=O)c1ccc(NC(=S)NCC2CC2)cc1 | -6.1 | -9.3
O=C(c1ccccc1)N1CCN=C1SCc1ccc([N+](=O)[O-])cc1 | -1.6 | 9.9
O=C(CSc1nnc(-c2cnccn2)n1Cc1ccco1)c1ccc2ccccc2c1 | -10.0 | -5.1
CC1CCc2c(sc(Nc3nc4c(F)cccc4s3)c2C(N)=O)C1 (centres undefined) | -1.5 | -12.8
COc1ccc(OC)c(NC(=O)c2ccc(-c3cccs3)cc2)c1 | -4.4 | -19.3
O=C(Nc1nnc(-c2ccccc2F)s1)Nc1ccccc1F | -7.1 | 13.4

The listing continues.
SMILES | FN deposit inh | INS-1E GSIS act
CCOC(=O)c1c(NC(=S)NC(=O)/C=C/c2cccs2)sc(C)c1C | 4.9 | -1.2
c1ccc(-c2nc3ccccc3nc2-c2ccccn2)nc1 | 1.1 | -1.4
Brc1ccc(Cn2c(-c3ccc(Br)o3)nc3ccccc32)o1 | -1.1 | -13.6
Cc1c(/C=N\NC(=O)C2COc3ccccc3O2)c2ccccc2n1C (centres undefined) | -8.4 | -25.6
COc1cccc(-c2nc(-c3ccccn3)no2)c1 | 2.1 | 10.0
COC(=O)COc1cc(OCC(=O)OC)c2c(C)c(Cl)c(=O)oc2c1 | 5.4 | -11.7
COC(=O)C(CCCCNC(=O)c1ccc([N+](=O)[O-])cc1)NC(=O)c1ccc([N+](=O)[O-])cc1 (centres undefined) | -13.7 | -2.4
CCOc1ccc(CN(C)C(C)C(=O)Nc2ccc([N+](=O)[O-])cc2Cl)cc1OC (centres undefined) | 0.8 | 13.8
CN(CCC1CCCCO1)C(=O)CCc1nnc(CCCCc2ccccc2)o1 (centres undefined) | -9.4 | 1.2
O=C(O)c1ccc(COc2c(F)c(F)c(F)c(F)c2F)o1 | -6.0 | 6.9
COCCNC(=O)C(c1ccc(F)cc1)N(C(=O)CCC(=O)Nc1nccs1)c1ccc(C)cc1 (centres undefined) | 0.1 | 1.3
COc1ccc(S(=O)(=O)N(C)C[C@@H]2Oc3c(NC(=O)Nc4c(C)noc4C)cccc3C(=O)N([C@@H](C)CO)C[C@H]2C)cc1 | 8.4 | -2.5
O=C(Nc1ccc([N+](=O)[O-])cn1)c1cc(-c2cccc(Cl)c2)nc2ccccc12 | 5.6 | -32.2
Cc1nn(CCCC(=O)NCc2ccc(Cl)cc2)c(C)c1[N+](=O)[O-] | -4.6 | -1.2
CS(=O)(=O)n1nc(C(=O)N2CCOCC2)nc1N | 3.7 | 11.3
Cc1cc(C)cc(NC(=O)CCCSc2nc3ccccc3[nH]2)c1 | -0.2 | -8.1
CC(C)NC(=O)N(C)C[C@@H]1Oc2c(N)cccc2C(=O)N(C)C[C@H]1C | -9.1 | -6.0
COc1ccc(/C=N/Nc2nc(-c3ccc(Cl)cc3)cc(C(F)(F)F)n2)c(OC)c1 | 2.7 | 76.0*
CCOC(=O)N(NC(=O)C(O)(C(C)C)C(C)C)c1ccccc1 | 7.6 | -1.8
O=C(Oc1cccc(C(=S)N2CCOCC2)c1)c1cc([N+](=O)[O-])cc([N+](=O)[O-])c1 | 8.3 | -0.4
O=C(CN1C(=O)CSCC1=O)Nc1ccc2c(c1)OCO2 | -6.2 | 23.1
CO[C@H]1CN(C)C(=O)c2ccc(NC(=O)C3CCCCC3)cc2OC[C@H](C)NC[C@@H]1C | 0.4 | 4.3
O=C(C[n+]1cc(-c2ccc(Cl)c(Cl)c2)n2c1CCC2)N1c2ccccc2Sc2ccccc21 | -3.4 | -32.6
O=C(NC(=S)Nc1ccccc1N1CCOCC1)c1sc2ccccc2c1Cl | -3.0 | -1.0
C[C@H]1CC=CC[C@H](c2ccc3c(c2)OCO3)NC(=O)[C@H](Cc2ccccc2)N(C)C(=O)c2ccccc2O1 (mixture of isomers) | 0.0 | -13.0
COc1ccc2c3c(n(C)c2c1)[C@H](CO)N(C(C)=O)CC31CN(Cc2ccc(Cl)cc2)C1 | 9.6 | 19.2
Cc1ccc(-c2nc3ccccc3s2)cc1NC(=S)NC(=O)c1cccc2ccccc12 | 5.9 | -2.5
COc1ccc(N2C(=O)CC3(CCCC3)CC2=O)cc1 | -4.5 | -3.1
O=C1S/C(=C\c2ccc(Cl)cc2)C(=O)N1CCn1cnnn1 | 3.0 | 25.3
Cc1cccc(C(C)(C)C)c1OCCOCCN1CCCC1 | 9.5 | 14.8
COC(=O)C1CCN(C(=O)Nc2ccccc2)CC1 | 3.9 | -4.3
Cc1cccc(C(=O)NC(=S)N2CCN(c3ccc([N+](=O)[O-])cc3)CC2)c1 | 2.6 | 2.1
COc1cccc(S(=O)(=O)N2CC[C@H]3[C@@H](CO)N(C)c4ccc(-c5ccccc5OC)cc4[C@H]32)c1 | 6.6 | 6.4
CC[C@@H]1C/C=C\C[C@@H](c2ccc(OC)cc2OC)NC(=O)[C@H](C)CC(=O)N1 | -2.3 | -7.7
Cc1ccc(S(=O)(=O)N/N=C2/CCCCC2C2CCCCC2)cc1[N+](=O)[O-] (centres undefined) | 11.8 | 4.5
CCNC(=S)N/N=C(\C)c1ccc(Cl)s1 | -6.5 | 2.5
S=C(NCc1ccc(Cl)cc1)NC1CCCCC1 | -3.5 | 2.2
Cc1cccc(-n2c(SCN3C(=O)c4ccccc4C3=O)nc3ccccc3c2=O)c1 | 6.6 | 10.3
COc1ccccc1N=Nc1[nH]c2ccc(C)cc2c1O | 0.0 | 0.3
N#Cc1ccc(-c2cccc(-c3nc(C(=O)O)cc4c3[C@H](CCO)N(CC3CCOCC3)C4)c2)cc1 | 0.7 | -3.6
C/C(=N\N1CCN(c2ccccc2)CC1)c1ccco1 | -3.9 | -0.9
CCCc1nc2c(c(=O)c3ccccc3n2C)c(=O)n1-c1ccc(F)cc1 | 5.1 | -11.4
Cc1ccc(/C=C2\SC(=S)N(CCC(=O)NNS(=O)(=O)c3ccc(C)cc3)C2=O)cc1 | 5.0 | -0.2
COc1ccc(Br)cc1/C=N/NC(=O)c1cc(OC)c(OC)c(OC)c1 | -3.0 | -12.6
Cc1ccc(-c2ccccc2[C@@H]2[C@@H](C#N)N(C(=O)Cc3cccnc3)[C@@H]2CO)cc1 | -15.7 | -4.3
COc1ccccc1-c1nc2cc3ccccc3cc2nc1-c1ccccc1OC | -5.9 | -19.2
CC(=O)Nc1ccc2c(c1)CC(=O)N(C)C[C@H](C)[C@H](CN(C)C(=O)OC(C)(C)C)O2 | -52.2 | 1.6
Cc1ccc(CSc2ncnc3c2cnn3-c2ccccc2)cc1 | -9.0 | 10.8
CCOC(=O)N1CCN(C(=S)NC2CCCCC2)CC1 | 5.5 | -7.9
COc1ccc(OC)c(S(=O)(=O)N2CCC(NC(=O)c3ccccc3)CC2)c1 | -2.7 | 3.0
COc1ccc(C(=O)O/N=C(\N)c2ccccc2)c(OC)c1 | -1.6 | -6.8
CN(C)CCCNC(=O)COc1ccc(Br)cc1Cl | -4.3 | 4.1
O=C(COC(=O)c1ccc(CNS(=O)(=O)c2ccc(F)c(Cl)c2)cc1)NC1CCCCCCC1 | 8.0 | 4.9
COc1ccc([C@@H]2C/C=C\C[C@H](c3ccc(F)cc3)NC(=O)CCC(=O)N2)c(OC)c1 | -6.4 | -5.7
O=C(Nc1nnc(SCc2ccc(F)cc2)s1)c1ccc2ncsc2c1 | 9.3 | -1.9
CCCNC(=O)Cn1cnc([N+](=O)[O-])n1 | 8.9 | 8.3
Cc1nc2ccc(NC(=O)c3cc(S(=O)(=O)N(C)c4ccccc4)ccc3Cl)cc2s1 | 12.8 | -40.4
CSCC[C@H](NC(=O)OC(C)(C)C)C(=O)N/N=C/c1cc2ccc(C)cc2nc1Cl | 16.4 | 11.7
O=Cc1cc([N+](=O)[O-])ccc1N1CCOCC1 | 1.5 | 5.8
N#Cc1ccsc1NC(=O)CN1CCN(S(=O)(=O)c2cc(Cl)ccc2Cl)CC1 | 0.3 | -11.1
Next entries.
SMILES | FN deposit inh | INS-1E GSIS act
CCOC(=O)c1c(NC(=O)c2cccnc2Cl)sc(C(=O)N(C)C)c1C | 3.7 | 12.9
CCc1ccc(C(C(=O)NC2CCCC2)N(C(=O)/C=C/C(=O)Nc2cc(C)on2)c2ccccc2C)cc1 (centres undefined) | -2.1 | 1.4
O=C(Oc1cccc2cccnc12)c1ccc(N2C(=O)C3C4CCC(C4)C3C2=O)cc1 (centres undefined) | -4.6 | -17.9
Cc1cc2c(N=NC(=O)C3CC3c3ccccc3)c(O)[nH]c2cc1Br (centres undefined) | -0.7 | 23.1
CCOc1ccc2nc(/N=C/c3c(C)[nH]n(-c4ccccc4)c3=O)sc2c1 | 8.5 | -18.0
O=C(C[C@@H]1C[C@@H]2c3cc(NC(=O)NC4CCCC4)ccc3O[C@@H]2[C@H](CO)O1)NCc1ccc(Cl)cc1 | -28.3 | -0.8
COc1cc(NC(=O)CN2CCN(c3ccccc3O)CC2)c(C)cc1[N+](=O)[O-] | -2.9 | -14.8
CCOC(=O)N1CCC(=NNc2ccc(S(=O)(=O)N3CCOCC3)cc2[N+](=O)[O-])CC1 | 2.5 | 11.9
COc1ccc(-c2cc(=O)oc3cc(OCC(=O)c4cccc([N+](=O)[O-])c4)ccc23)cc1 | -1.4 | 21.1
S=c1[nH]cc(-c2ccc(Cl)cc2)n1-c1ccccc1 | -12.4 | 3.5
CCC(=O)Nc1ccc(NC(=S)NC(=O)c2cc3ccccc3o2)cc1 | -6.1 | 5.7
COc1ccc2c3c(n(C)c2c1)[C@@H](CO)N(Cc1ccccc1)CC31CN(S(=O)(=O)c2ccc(C)cc2)C1 | 9.6 | 2.7
Cc1cc(C)n(-c2ccc(C(=O)OCc3ccccc3)cc2)n1 | -1.7 | -8.1
CN1CCN(c2ccc([N+](=O)[O-])cc2C(=O)N2CCCCC2)CC1 | 1.5 | 8.3
O=c1c2ccccc2[nH]c(=S)n1CCc1ccccc1 | 1.5 | 1.7
CC(=O)N(C)C[C@H]1Oc2ccccc2CC(=O)N(C)C[C@H]1C | 7.9 | 8.7
CN1C=CC=C/C1=C1/SC(=S)N(Cc2ccccc2)C1=O | 5.4 | -3.1

Screening results as filed in PubChem.

The list is partial; the hit share may differ from the screen's.
